Screening data (PubChem BioAssay)
Shiga toxin inh: Shiga toxin inhibition | Vero cells, Shiga toxin protein synthesis inhibition reporter | AID 2315 | inhibition, % at 38.7 µM | actives 9.2% (n = 290,000); in the data active = inhibition mostly above about 28%, no sharp cut-off; inactive = mostly below about 43%; also: 0% is about no effect
CHX counter: counter-screen for Shiga toxin inhibitors: cycloheximide protein synthesis inhibition; cell reporter, cycloheximide protein synthesis inhibition counterscreen; actives 12% (n = 300,000); AID 2314; max response, %; in the data active = max response mostly above about 13%, no sharp cut-off; inactive = mostly below about 14%; also: read at 38.3 µM for the half of the compounds with a filed dose; 0% is about no effect
The depositor's hits bear a star; i = inactive; & = joins results of further samples; ! = not confirmed by another sample.

No. | Structure | Shiga toxin inh | CHX counter
1 | CC(C)C[C@@H](NC(=O)[C@@H](O)[C@H](N)Cc1ccccc1)C(=O)O | 34.3* | 40.5*
2 | Cc1cc2c(s1)c1cnn(Cc3cc(C(F)(F)F)cc(Cl)c3F)c(=O)c1n2C | 14.8 | 3.8
3 | Clc1ccc(-c2nc3sccn3c2/C=N/OCc2ccc(Cl)c(Cl)c2)cc1 | 22.9 | 11.0
4 | Cc1cc(O)c(C)c2sc(N)nc12 | -9.5 | -5.3
5 | COc1cc(-c2oc3cc(O)cc(O)c3c(=O)c2O[C@@H]2O[C@H](CO)[C@@H](O)[C@H](O)[C@H]2O)ccc1O | 16.0 | -2.2
6 | O=C1OC2(c3cc(I)c(O)c(I)c3Oc3c2cc(I)c(O)c3I)c2c(Cl)c(Cl)c(Cl)c(Cl)c21 | -14.7 | -7.0
7 | CN(C)c1ccc(-c2c(C3C4C=CCCC4(C)C(=O)N3Cc3ccccc3)ccc3ccccc23)cc1 (stereo not given) | 12.7 | 13.5
8 | CC(C)(C)OC(=O)N1CCCC1C(=O)NC1COC2CC(n3cc(F)c(=O)[nH]c3=O)OC12 (stereo not given) | -2.7 | 3.7
9 | C[C@@H]1C(=O)O[C@H]2[C@H](O)[C@@]34[C@H]5CC(C(C)(C)C)[C@]36[C@H](OC(=O)[C@H]6O)O[C@]4(C(=O)O5)[C@@]12O (stereo not given in full) | -12.7 | 11.1
10 | CC(C)(CCCCCCCCCCC(C)(C)CC(=O)O)CC(=O)O | -2.4 | -3.0
11 | O=c1cc(-c2ccccc2Cl)oc2c([N+](=O)[O-])ccc(O)c12 | i | -5.7
12 | Cc1ccc2nsnc2c1S(=O)(=O)Nc1cccc2cccnc12 | -8.3 | 8.9
13 | O=C(NCCCCCCNC(=O)ON=C1CCCCC1)ON=C1CCCCC1 | 27.2*! | 27.4*!
14 | CC(=O)N[C@@H](CC(C)C)C(=O)N[C@@H](CC(C)C)C(=O)N[C@H](C=O)CCCN=C(N)N | 5.4 | -4.1
15 | O=C1/C(=C\c2ccc(O)c(O)c2)Oc2cc(O)ccc21 | 19.3 | 6.7
16 | COc1cc(NS(=O)(=O)c2ccc([N+](=O)[O-])cc2)c2ncccc2c1 | -10.8 | 5.4
17 | CCOC(=O)N1CCN([N+]([O-])=NOc2cc(O/N=[N+](\[O-])N(C)C)c([N+](=O)[O-])cc2[N+](=O)[O-])CC1 | -4.2 | -1.1
18 | CC[C@H](C)[C@H](NC(=O)[C@H](CCC(=O)O)NC(=O)[C@H](C)NC(=O)[C@@H](NC(=O)[C@H](Cc1cnc[nH]1)NC(=O)[C@@H](NC(=O)[C@H](CCC(=O)O)NC(=O)[C@H](C)NC(=O)[C@@H](NC(=O)[C@H](CC(C)C)NC(=O)[C@H](Cc1cnc[nH]1)NC(=O)[C@H](Cc1cnc[nH]1)NC(=O)[C@H](CC(C)C)NC(=O)[C@H](Cc1c[nH]c2ccccc12)NC(=O)[C@H](Cc1ccccc1)NC(=O)[C@H](CCCNC(=N)N)NC(=O)[C@H](CCCNC(=N)N)NC(=O)[C@H](CCCNC(=N)N)NC(=O)[C@H](CC(C)C)NC(=O)[C@H](CC(=O)O)NC(=O)[C@H](CCC(N)=O)NC(=O)[C@@H](NC(=O)[C@H](CO)NC(=O)[C@H](CCCCN)NC(=O)CNC(=O)[C@H](CCCCN)NC(=O)[C@H](CC(=O)O)NC(=O)[C@H](Cc1cnc[nH]1)NC(=O)[C@H](CC(C)C)NC(=O)[C@H](CC(C)C)NC(=O)[C@H](CCC(N)=O)NC(=O)[C@@H](NC(=O)[C@H](CCC(=O)O)NC(=O)[C@H](CO)NC(=O)[C@@H](NC(=O)[C@H](C)N)C(C)C)[C@@H](C)CC)[C@@H](C)CC)[C@@H](C)CC)[C@@H](C)CC)[C@@H](C)O)C(=O)O | 0.7 | -4.9
19 | CC[C@H](C)[C@H](NC(=O)[C@H](CC(C)C)NC(=O)[C@H](CO)NC(=O)[C@H](CCC(=O)O)NC(=O)[C@H](CC(C)C)NC(=O)[C@H](Cc1ccc(O)cc1)NC(=O)[C@H](CCCCN)NC(=O)[C@H](CCCCN)NC(=O)[C@H](C)NC(=O)[C@H](CO)NC(=O)[C@H](CC(C)C)NC(=O)[C@H](CCC(N)=O)NC(=O)CNC(=O)[C@H](CC(C)C)NC(=O)[C@H](CC(C)C)NC(=O)[C@H](CCCNC(=N)N)NC(=O)[C@H](CO)NC(=O)[C@H](Cc1ccccc1)NC(=O)[C@H](CC(=O)O)NC(=O)[C@H](CO)NC(=O)[C@@H](NC(=O)[C@H](Cc1ccccc1)NC(=O)[C@@H](NC(=O)CNC(=O)[C@H](CC(=O)O)NC(=O)[C@H](C)NC(=O)[C@@H](N)Cc1cnc[nH]1)C(C)C)[C@@H](C)O)C(N)=O | -7.0 | -8.7
20 | CC(=O)c1ccc(C2CC34CN(Cc5cccc(Cl)c5)S(=O)(=O)C3CC2O4)cc1 (stereo not given) | -4.9 | -1.1
21 | O=S(=O)(Nc1cccc2cccnc12)c1cccc2ccccc12 | -10.3 | 7.9
22 | CC(=O)C1CCC2C3CCC4CC(C)(O)CCC4(C)C3CCC12C (stereo not given) | -6.5 | -5.5
23 | NC(=O)N/N=C/c1ccc(Oc2ccc(F)cc2)cc1 | 1.8 | -2.8
24 | CC(C)c1cc(C(C)C)c(S(=O)(=O)Nc2cccc3cccnc23)c(C(C)C)c1 | 2.4 | 3.8
25 | O=P1(Oc2ccccc2)CC=CC(COC(c2ccccc2)(c2ccccc2)c2ccccc2)O1 (stereo not given) | 11.4 | 18.2
26 | COc1ccc2c(c1)C(c1ccc3c(c1)OCO3)CC(=O)O2 (stereo not given) | i | -4.9
27 | Cc1cc(I)ccc1Nc1c(C(=O)NOCC2CC2)cc(F)c(F)c1F | 58.2* | 16.7*
28 | CC(=O)Nc1ccn(C2OC(C(COC(C)=O)NC(=O)C3CCCN3C(=O)OC(C)(C)C)C(OC(C)=O)C2OC(C)=O)c(=O)n1 (stereo not given) | -5.9 | -4.9
29 | Nc1ncnc2c1nc(Sc1ccc(Cl)cc1)n2[C@@H]1O[C@@H]2COP(O)(=S)O[C@H]2[C@H]1O (stereo not given in full) | -10.8 | -1.3
30 | CCCCC/C=C\C/C=C\C/C=C\C/C=C\CCCC(=O)OCCN | 10.7&-3.0 | -2.1&3.1
31 | O=C1C2C3CCCC3=C3CCCC3C2C(=O)N1c1ccccc1Cl (stereo not given) | 2.4 | 6.8
32 | O=C1N[C@@H]2[C@H](CCCCC(=O)Oc3ccc([N+](=O)[O-])cc3)SC[C@H]2N1 | -7.4 | -6.4
33 | COc1cc(OC)cc(-c2nnc3n2N=C(c2ccccc2OC)CS3)c1 | -6.8 | -2.5
34 | NC(N)=NCCC[C@H](N)C(=O)N1CCC[C@H]1C(=O)N1CCC[C@H]1C(=O)NCC(=O)N[C@@H](Cc1ccccc1)C(=O)N[C@@H](CO)C(=O)N1CCC[C@H]1C(=O)N[C@@H](Cc1ccccc1)C(=O)O | -4.4 | 0.7
35 | CC(=O)NCCCC[C@H](NC(=O)OC(C)(C)C)C(=O)Nc1ccc2c(C(F)(F)F)cc(=O)oc2c1 | -4.0 | -3.1
36 | CCN(CC)C(=O)C(C)Oc1cccc2ccccc12 (stereo not given) | -3.0 | 7.8
37 | CC12CCC(/C(=N/O)C1=O)C2(C)C (stereo not given) | -5.6 | 6.4
38 | OC[C@@H]1O[C@H](OC2[C@@H](O)[C@@H](O)[C@@H](O)O[C@@H]2CO)[C@H](O)[C@@H](O)[C@@H]1OC1O[C@H](CO)[C@@H](O)[C@H](O)[C@@H]1O (stereo not given in full) | -5.2 | -3.6
39 | CCOP(=S)(OCC)Oc1ccc(Cl)cc1Cl | -3.2 | -2.4
40 | COc1ccc(C2/C=C\CN(S(=O)(=O)c3ccc(C)cc3)C(C)C(=O)N2Cc2ccc(F)cc2)cc1 (stereo not given) | -1.5 | 4.6
41 | C=C1C(=O)OC2C=C(C)CCC=C(C)CCC12 (stereo not given) | -5.3 | -7.6
42 | C/C=C\C1=CCCC1Nc1ncnc2ccc(-c3c(C)noc3C)cc12 (stereo not given) | 31.8 | 12.1
43 | ONCc1ccccc1 | 1.5 | 4.2
44 | COC(=O)c1ccc(-c2ccc(C3C4C=CCC(C)C4C(=O)N3Cc3ccccc3)c(F)c2)cc1 (stereo not given) | 15.9 | 8.6
45 | C[C@H](C(=O)O)c1ccc2cc(O)ccc2c1 | 20.2 | -3.1
46 | CCCCC/C=C\C/C=C\C/C=C\C/C=C\CCCCOC(CO)CO | 7.4 | 6.5
47 | COc1ccc(-c2cc(=O)c3c(O)cc(O)c(-c4cc(-c5cc(=O)c6c(O)cc(OC)cc6o5)ccc4OC)c3o2)cc1 | 4.1 | -0.7
48 | COc1ccc(S(=O)(=O)Nc2cc(OC)cc3cccnc23)cc1 | -12.4 | -0.8

Grouped by structure: the entries above with a nitro group on carbon.
No. | Structure | Shiga toxin inh | CHX counter
11 | O=c1cc(-c2ccccc2Cl)oc2c([N+](=O)[O-])ccc(O)c12 | i | -5.7
16 | COc1cc(NS(=O)(=O)c2ccc([N+](=O)[O-])cc2)c2ncccc2c1 | -10.8 | 5.4
17 | CCOC(=O)N1CCN([N+]([O-])=NOc2cc(O/N=[N+](\[O-])N(C)C)c([N+](=O)[O-])cc2[N+](=O)[O-])CC1 | -4.2 | -1.1
32 | O=C1N[C@@H]2[C@H](CCCCC(=O)Oc3ccc([N+](=O)[O-])cc3)SC[C@H]2N1 | -7.4 | -6.4

(listing goes on)
No. | Structure | Shiga toxin inh | CHX counter
49 | CC1CC=CC2C1C(=O)N(Cc1ccccc1)C2c1ccc2ccccc2c1C=Cc1ccccc1 (stereo not given) | 8.5 | 6.3
50 | NC(=O)C1CCCN1C(=O)C(Cc1cnc[nH]1)NC(=O)C1CCC(=O)N1 (stereo not given) | 11.2 | -2.2
51 | COc1ccccc1C1CC(=O)Oc2cc3c(cc21)OCO3 (stereo not given) | i | 1.3
52 | CC(=O)Nc1cccc2cccnc12 | 15.1 | -6.4
53 | C=C1CCN(C(Cc2ccccc2)C(=O)NC2CCN(Cc3ccccc3)CC2)S(=O)(=O)c2ccccc21 (stereo not given) | -5.0 | 2.4
54 | O=C1C(Cl)=C(NCCN2CCOCC2)C(=O)c2ncccc21 | -28.5 | -21.5
55 | Cc1ccc(Cn2ncc3c4sc(C)cc4n(C)c3c2=O)c(C)c1 | -2.9 | 5.9
56 | CC(C)C[C@H](NC(=O)[C@H](CCCCN)NC(=O)[C@H](CCCNC(=N)N)NC(=O)[C@H](C)NC(=O)[C@H](CO)NC(=O)[C@H](CCCCN)NC(=O)[C@H](CCCNC(=N)N)NC(=O)[C@H](C)NC(=O)CNC(=O)[C@@H](NC(=O)[C@H](Cc1ccccc1)NC(=O)CNC(=O)CNC(=O)[C@@H](N)Cc1ccccc1)[C@@H](C)O)C(=O)N[C@@H](C)C(=O)N[C@@H](CC(N)=O)C(=O)N[C@@H](CCC(N)=O)C(=O)O | 16.0 | -1.1
57 | O=C(NCCN1CCOCC1)C1(C(F)(F)F)CC(CCCO)CCCO1 (stereo not given) | -4.3 | -1.8
58 | Cc1ccc(SCC(Cc2ccccc2)N2CCN(CC(C)C)CCC2=O)cc1 (stereo not given) | 50.1* | 27.8
59 | CNCCc1cnc[nH]1 | 21.5 | 6.4
60 | CC[C@H](C)[C@H](NC(=O)[C@H](CCC(=O)O)NC(=O)CNC(=O)[C@@H](NC(=O)[C@@H]1CCCN1C(=O)[C@@H](NC(=O)[C@@H]1CCCN1C(=O)[C@@H]1CCCN1C(=O)[C@H](CC(N)=O)NC(=O)[C@H](CC(N)=O)NC(=O)[C@@H](NC(=O)[C@H](CCSC)NC(=O)[C@H](Cc1c[nH]c2ccccc12)NC(=O)CNC(=O)[C@@H](NC(=O)[C@H](CCC(N)=O)NC(=O)[C@@H](N)CCC(=O)O)[C@@H](C)CC)[C@@H](C)O)[C@@H](C)CC)C(C)C)C(=O)O | -4.9 | -1.9
61 | O=C(O)c1ccc(-c2ccccc2C(F)(F)F)s1 | i | 9.0
62 | CC[C@H](C)[C@H](NC(=O)[C@H](C)NC(=O)[C@H](CC(N)=O)NC(=O)[C@H](CCCCN)NC(=O)[C@H](Cc1ccccc1)NC(=O)[C@H](CC(C)C)NC(=O)[C@@H](NC(=O)[C@@H](NC(=O)[C@H](CC(C)C)NC(=O)[C@@H]1CCCN1C(=O)[C@@H](NC(=O)[C@H](CCC(N)=O)NC(=O)[C@H](CO)NC(=O)[C@H](CCCCN)NC(=O)[C@H](CCC(=O)O)NC(=O)[C@H](CO)NC(=O)[C@@H](NC(=O)[C@H](CCSC)NC(=O)[C@H](Cc1ccccc1)NC(=O)CNC(=O)CNC(=O)[C@@H](N)Cc1ccc(O)cc1)[C@@H](C)O)[C@@H](C)O)C(C)C)[C@@H](C)O)C(=O)N[C@H](C(=O)N[C@@H](CCCCN)C(=O)N[C@@H](CC(N)=O)C(=O)N[C@@H](C)C(=O)N[C@@H](Cc1ccc(O)cc1)C(=O)N[C@@H](CCCCN)C(=O)N[C@@H](CCCCN)C(=O)NCC(=O)N[C@@H](CCC(=O)O)C(=O)O)[C@@H](C)CC | -6.3 | -0.9
63 | O=S(=O)(c1ccc2nc(Cl)c(Cl)nc2c1)N1CCN(S(=O)(=O)c2c(F)cccc2F)CC1 | 1.6 | -3.0
64 | CCCN1CCC(=O)N(C(CSc2ccc(Br)cc2)Cc2ccccc2)CC1 (stereo not given) | -9.7 | -4.6
65 | CN(Cc1ccccc1)C(=O)[C@H](Cc1ccc2ccccc2c1)NC(=O)[C@@H]1CCCN1C(=O)Nc1ccccc1[N+](=O)[O-] | 6.8 | 13.1
66 | CCOc1ccccc1-c1nnc2n1N=C(c1ccc(OC)cc1)CS2 | -5.1 | -10.4
67 | CCCN1CCC(=O)N(C(CSc2ccc(C)cc2)CC(C)C)CC1 (stereo not given) | 77.2* | 42.2*
68 | CCCC(Cn1cncn1)c1ccc(Cl)cc1Cl (stereo not given) | -9.6 | -6.2
69 | CC(=O)OCON[N+]([O-])=NC(C)C | -6.1 | 12.1

An excerpt; rates above refer to the full screens.
